# High-throughput results (PubChem)
# Jurkat NFkB inh = lowers PMA/ionomycin-induced NF-kB signal in Jurkat cells. PMA/ionomycin-induced NF-kB luciferase reporter, luminescence. inhibition, % at 4 µM. actives 0.53% (n = 330,000). AID 435003
# Gli-Sufu block = Gli-Sufu pathway antagonism; Sufu-KO-LIGHT fibroblasts, Gli luciferase reporter luminescence; actives 0.74% (n = 340,000); AID 588413; inhibition, % at 5 µM;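 active = inhibition above about 55%, limit read from the data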;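 also: 0% = DMSO-treated cells and 100% = wells with medium but no cells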
# 697 NFkB inh = lowers PMA/ionomycin-induced NF-kB signal in 697 B cells | 697 B-cell NF-kB luciferase reporter, 16 h | inhibition, % at 4 µM | actives 0.33% (n = 330,000); in the data active = inhibition above about 35%
# SENP8 inh = blocks the human protease SENP8; purified SENP8, Z-RLRGG-aminoluciferin cleavage, luminescence; inhibition, % at 10 µM; actives 1.2% (n = 330,000); AID 2540
# UBC13 inh = blocks human UBC13 polyubiquitin chain formation; P61088; TR-FRET; inhibition, % at 20 µM; actives 0.47% (n = 330,000); in the data active = inhibition above about 45%, passing the limit was not always enough
# Target sequence (P61088 whole entry, looked up): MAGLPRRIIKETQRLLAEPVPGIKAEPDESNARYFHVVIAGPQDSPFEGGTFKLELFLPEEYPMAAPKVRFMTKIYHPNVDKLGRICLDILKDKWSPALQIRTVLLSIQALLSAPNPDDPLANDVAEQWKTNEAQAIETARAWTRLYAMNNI
# Apaf1 inhib = blocks human Apaf-1 apoptosome activity; reconstituted apoptosome caspase-3 activity, DEVD-Rh110 fluorescence; inhibition, % at 20 µM; actives 0.71% (n = 330,000); AID 489030; O14727; active = inhibition of at least 40% at 20 µM;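 also: plate controls were DMSO wells for no effect and DEVD-CHO caspase inhibitor wells for full effect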
#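 detection = Rh110 fluorescence intensity | test system = biochemical Apaf-1 apoptosome reconstitution | also added = cytochrome c and DEVD-Rh110 substrate | schedule = 30 min plus 50 min, RT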
# CCR6 antagonist = antagonists of human CCR6 receptor; P51684; CHO-K1 CCR6 PathHunter beta-arrestin, luminescence, CCL20-stimulated; inhibition, % at 20 µM; actives 0.49% (n = 340,000);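 active = compounds whose inhibition of the agonist-driven luminescence signal at 20 µM reaches about 50%, limit read from the data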;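 also: cells stimulated with CCL20 at 14 nM final; plate controls were DMSO with CCL20 for no effect and DMSO without agonist for full effect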
# Target sequence (P51684 whole entry, looked up): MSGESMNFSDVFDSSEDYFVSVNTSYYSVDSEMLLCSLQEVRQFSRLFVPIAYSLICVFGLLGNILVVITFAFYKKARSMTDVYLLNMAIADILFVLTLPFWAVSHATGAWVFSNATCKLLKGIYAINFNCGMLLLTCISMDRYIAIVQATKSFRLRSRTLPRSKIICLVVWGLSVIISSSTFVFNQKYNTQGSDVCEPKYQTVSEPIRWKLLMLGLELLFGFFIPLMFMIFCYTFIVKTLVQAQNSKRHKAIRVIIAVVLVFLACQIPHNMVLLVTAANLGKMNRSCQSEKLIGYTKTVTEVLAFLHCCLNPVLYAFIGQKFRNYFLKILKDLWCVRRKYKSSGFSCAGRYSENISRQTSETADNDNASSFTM
# EBI2 block = EBI2 (human) antagonism | P32249 | EBI2 beta-arrestin recruitment, luminescence, 7a,25-OHC stimulated | inhibition, % at 5 µM | actives 0.81% (n = 360,000); in the data active = inhibition above about 38%;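 also: enzyme fragment complementation signal reports receptor beta-arrestin coupling in cells; 0% = agonist plus DMSO wells and 100% = wells without agonist; some results beyond the cut were filed as inactive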
# Target sequence (P32249 whole entry, looked up, the tested form may be a part): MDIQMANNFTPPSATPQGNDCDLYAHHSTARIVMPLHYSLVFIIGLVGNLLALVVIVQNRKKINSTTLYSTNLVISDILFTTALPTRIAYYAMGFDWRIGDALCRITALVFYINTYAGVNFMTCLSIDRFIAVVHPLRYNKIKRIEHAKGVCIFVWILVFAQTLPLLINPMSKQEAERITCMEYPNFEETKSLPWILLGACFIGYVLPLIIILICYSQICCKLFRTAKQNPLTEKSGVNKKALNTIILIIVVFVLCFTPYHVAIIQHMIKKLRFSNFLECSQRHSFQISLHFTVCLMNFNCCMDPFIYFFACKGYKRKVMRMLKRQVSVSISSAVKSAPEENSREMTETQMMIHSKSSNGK
# The depositor's hits bear a star; · = not tested or not shown. Rule as the data show it, unless noted: active = inhibition above about 50%; inactive = the rest. Some of the compounds tested; rates above refer to the full screens.
SMILES,Jurkat NFkB inh,Gli-Sufu block,697 NFkB inh,SENP8 inh,UBC13 inh,Apaf1 inhib,CCR6 antagonist,EBI2 block
COCCNC(=O)CN1N=C(c2ccc(OC)cc2)CCC1=O,-1,21,13,-1,8,1,8,-5
NC(=O)c1ccc(NC(=O)COC(=O)C2CC3C=CC2C3)cc1 (stereo not given),-9,-3,7,0,1,-3,9,-3
CC1C/C(=C/c2ccccn2)C(=O)/C(=C/c2ccccn2)C1 (stereo not given),91*,34,-76,3,8,-2,37,-7
Cc1ccc(NC(=O)NCc2ccc3c(c2)OCO3)c(C)c1,-5,-9,-9,-12,1,0,5,1
O=C(Nc1cccc(/C=C/c2ccccn2)c1)c1cc(Cl)ccn1,-4,-79,-72,0,-3,13,26,4
CCOc1ccc(C(=O)N2CCN(S(=O)(=O)c3ccc4c(c3)OCCO4)CC2)cc1OCC,8,-19,13,-1,-2,8,-6,-1
Cc1cc([N+](=O)[O-])nn1CC(=O)N/N=C/c1ccccc1Br,-4,8,12,2,5,5,12,2
O=C(NN1C(=O)c2ccccc2NC1c1ccccc1OCc1ccccc1)c1ccncc1 (stereo not given),0,-3,-11,-11,-4,12,-9,-5
COc1ccccc1C(=O)NCC(=O)n1nc(C)cc1C,6,-8,10,-7,-2,0,5,-9
Cc1ccc(C)c(NC(=O)CCN2CCOCC2)c1,-1,-15,0,4,-2,-4,-3,2
Cc1ccc(OC(=O)CCC(=O)Nc2ccc(Br)cc2)cc1,-4,-9,2,7,9,-1,9,-22
O=C(Cc1c(F)cccc1Cl)NNC(=O)c1ccncc1,-14,0,-6,-12,-2,7,0,2
O=C(CN1C(=O)NC2(CCCC2)C1=O)OCc1ccc(F)cc1,12,-3,6,-4,2,-2,6,-7
COC(=O)C1CCN(C(=O)COC(=O)c2oc3ccccc3c2C)CC1,-27,-9,-38,2,-8,4,9,6
COc1ccccc1NC(=O)CSc1ccc(-c2ccc(-n3ccnc3)cc2)nn1,0,6,22,12,15,14,3,-2
CCOCCCNS(=O)(=O)c1ccc(NC(=O)c2ccc([N+](=O)[O-])cc2Cl)cc1,8,-1,23,-5,3,-1,0,-16
CCCCn1c(N)c(N(CC)C(=O)c2c(CC)noc2C)c(=O)[nH]c1=O,10,-4,1,-4,-2,0,5,5
O=C(NCc1ccccn1)/C(=C/c1ccco1)NC(=O)c1ccccc1,6,6,14,-6,-4,-9,10,-7
O=c1c(C/C=C/c2ccccc2)c(O)ccn1CCc1c[nH]c2ccccc12,10,2,7,0,2,-1,6,-2
CCn1c(=O)n(CC)c2cc(NC(=O)CSc3ccc([N+](=O)[O-])cn3)ccc21,13,18,27,6,0,1,-6,3
O=C(O)c1ccccc1N1C(=O)C2C3CCC(C3)C2C1=O (stereo not given),6,1,15,-1,13,-7,-4,-5
Cc1c(C)n(CCc2ccccc2)c2ncnc(NCCCO)c12,-65,-90,-101,-4,6,1,6,6
CC(C)CC(=O)Nc1ccc(C(=O)NN2C(=O)c3ccccc3C2=O)cc1,7,-13,-4,-7,4,0,8,7
COc1ccccc1NC1=C(Cl)C(=O)N(c2ccccc2)C1=O,-2,0,10,0,1,23,9,-1
Cc1cc(C)nc(SCc2ccc(C(=O)N/N=C/c3ccc(C(=O)O)cc3)cc2)n1,6,-11,3,-8,-10,-1,7,1
Cc1cc(N)n(-c2ncnc3scc(-c4ccc(Cl)cc4)c23)n1,3,3,-10,3,1,5,8,16
CC(C)C[C@@H](CN(N=O)[C@@H](Cc1ccccc1)CN(C)N=O)N(CCc1ccccc1)N=O,-1,22,4,1,6,14,6,7
CCCc1nc2ccccc2c(C(=O)OCC(=O)c2ccc3c(c2)NC(=O)CO3)c1CC,-10,12,-2,-12,-8,12,-9,20
COc1ccccc1NC(=O)C(C)OC(=O)CCCc1c[nH]c2ccccc12 (stereo not given),14,3,10,-1,22,11,9,4
CCCNC(=O)C1CCN(c2cc(-c3ccccc3)nc3ncnn23)CC1,20,4,21,0,-5,-11,-2,10
COc1ccc(C2/C=C\CN(Cc3ccc(N(C)C)cc3)CC(=O)N2Cc2ccc(F)cc2)cc1 (stereo not given),7,7,23,-1,7,18,7,-5
CC(=O)c1ccc(S(=O)(=O)N2CCC(c3nc4ccccc4[nH]3)CC2)cc1,-4,14,0,2,-1,20,5,-2
COc1ccc(NC(=O)c2cc(-c3cccs3)on2)cc1OC,-15,-13,-3,-17,1,-1,1,7
CCOC(=O)N1CCN(c2nc3c(C)cccn3c(=O)c2C=O)CC1,7,-13,-3,5,19,4,-17,-9
CCCCCCCCNc1ncnc2ccccc12,71*,82*,107*,2,11,6,15,-11
Cn1c(=O)c2sccc2n2c(CCCC(=O)Nc3ccc(F)cc3F)nnc12,-17,7,2,-8,-8,8,7,0
COc1cc(C(=O)OCC(=O)c2cc(C)n(C)c2C)cc(OC)c1OC,-4,9,-23,1,-4,11,6,-4
CCCC1(c2ccccc2)NC(=O)N(CC(=O)Nc2ccc(N3CCOCC3)cc2)C1=O (stereo not given),7,-2,11,1,-3,-2,8,-6
CCN1CCN(c2ncc(C(=O)Nc3c(F)cc(F)cc3Br)c3ccccc23)CC1,1,16,-4,-3,7,-3,20,0
CC(CN1CCCCC1)OC(=O)Cc1ccc(Cl)cc1 (stereo not given),13,-15,17,-2,4,9,12,1

# 5 entries drawn at random from those above:
SMILES,Jurkat NFkB inh,Gli-Sufu block,697 NFkB inh,SENP8 inh,UBC13 inh,Apaf1 inhib,CCR6 antagonist,EBI2 block
CCOC(=O)N1CCN(c2nc3c(C)cccn3c(=O)c2C=O)CC1,7,-13,-3,5,19,4,-17,-9
COc1ccccc1NC1=C(Cl)C(=O)N(c2ccccc2)C1=O,-2,0,10,0,1,23,9,-1
O=C(NN1C(=O)c2ccccc2NC1c1ccccc1OCc1ccccc1)c1ccncc1 (stereo not given),0,-3,-11,-11,-4,12,-9,-5
CCCNC(=O)C1CCN(c2cc(-c3ccccc3)nc3ncnn23)CC1,20,4,21,0,-5,-11,-2,10
COCCNC(=O)CN1N=C(c2ccc(OC)cc2)CCC1=O,-1,21,13,-1,8,1,8,-5

# The results go on.
SMILES,Jurkat NFkB inh,Gli-Sufu block,697 NFkB inh,SENP8 inh,UBC13 inh,Apaf1 inhib,CCR6 antagonist,EBI2 block
CSc1oc(-c2ccccc2)nc1C(N)=O,1,16,4,0,11,-18,-3,-18
C=C(C)Cn1c(C(C)NC(=O)CCC)nc2ccccc21 (stereo not given),-22,11,-5,-9,-15,-1,5,-10
CC[C@]1(C(=O)OC)[C@H]2C(=O)N(Cc3ccccc3)C(=O)[C@H]2[C@H]2CN=C(SCc3ccc(C#N)cc3)N21,·,2,-34,·,·,18,17,3
Cc1cc(NC(=O)c2ccc(Cl)cc2)cc(C)c1OCC(=O)N1CCOCC1,-55,-54,-35,-5,3,1,2,8
O=C1C(Cl)=C(NCC2CCCO2)C(=O)N1C1CCCCC1 (stereo not given),1,2,0,-1,4,20,17,13
CC(C)(C)n1nnnc1C(c1cccc(C#N)c1)N1CCCCCC1 (stereo not given),-3,6,14,-6,3,7,16,17
CN1C(=O)N(C)c2ccc(Br)c3cccc1c23,-12,-4,-3,-4,-21,14,7,5
CC1CC(=O)N(CC(=O)Nc2ccc3c(c2)OCO3)c2ccccc2S1 (stereo not given),-5,0,-2,-9,-2,-6,14,-4
c1nnc(NC2=NCCC2)s1,-4,-3,10,-6,3,2,5,-9
O=C(NN=C1CCCCCC1)c1ccc2c(c1)OCO2,1,-2,17,-5,2,0,2,3
CCN(Cc1ccccc1)S(=O)(=O)c1cc(C(=O)O)ccc1OC,14,-3,4,-8,8,-1,-4,-8
CCOC(=O)c1c(NS(C)(=O)=O)sc2c1CCC(C)C2 (stereo not given),-2,-2,-5,-1,-16,13,0,11
C=CCn1c(CCC(O)COCCC)n[nH]c1=S (stereo not given),-11,54,18,0,11,-15,-10,2
CC(c1ccc(Br)cc1)N1CC23C=CC(O2)C(C(=O)O)C3C1=O (stereo not given),-8,5,4,-1,5,5,3,5
COc1ccc(CNc2nc(=S)[nH]c3cc(OC)c(OC)cc23)cc1,21,12,14,-7,2,0,5,-5
COc1ccc(C(=O)COC(=O)CCN2C(=O)C3C4CC(C(Br)C4Br)C3C2=O)cc1 (stereo not given),-2,4,13,0,4,17,5,8
C/C(=N\Nc1ccc(C(=O)O)cc1)c1ccc(Cl)s1,-100,-72,-299,16,0,37,-1,5
CCC(CO)NCc1ccc(OC2CCCC2)cc1 (stereo not given),-14,1,4,6,10,-6,6,-5
Cc1cc2oc(=O)cc(CN(C)Cc3ccc(OC(F)F)cc3)c2cc1Cl,3,2,-1,-2,5,21,22,33
CC(C)(CO)NS(=O)(=O)c1ccc2c(c1)C(=O)c1cc(S(=O)(=O)NC(C)(C)CO)ccc1-2,4,-2,-9,-7,-29,-14,5,-14

# The closing 3 entries of the section before come first, to join the parts:
SMILES,Jurkat NFkB inh,Gli-Sufu block,697 NFkB inh,SENP8 inh,UBC13 inh,Apaf1 inhib,CCR6 antagonist,EBI2 block
CCC(CO)NCc1ccc(OC2CCCC2)cc1 (stereo not given),-14,1,4,6,10,-6,6,-5
Cc1cc2oc(=O)cc(CN(C)Cc3ccc(OC(F)F)cc3)c2cc1Cl,3,2,-1,-2,5,21,22,33
CC(C)(CO)NS(=O)(=O)c1ccc2c(c1)C(=O)c1cc(S(=O)(=O)NC(C)(C)CO)ccc1-2,4,-2,-9,-7,-29,-14,5,-14
CC(=O)c1cccc(NC(=O)[C@@H](NC(N)=O)C(C)C)c1,-10,-10,-24,-12,-13,10,-12,-5
CCC(NS(=O)(=O)c1c(C)[nH]c(=O)[nH]c1=O)C12CC3CC(CC(C3)C1)C2 (stereo not given),-27,-8,-45,-5,-24,17,6,-3
OC(CNCc1ccco1)Cn1c2ccc(Br)cc2c2cc(Br)ccc21 (stereo not given),-8,-1,-35,-15,29,31,5,-15
CC(C)Cc1nnc(NS(=O)(=O)c2ccc([N+](=O)[O-])cc2)s1,4,19,-1,13,-11,-7,2,-2
O=C(/C=C/c1ccc2c(c1)OCO2)c1ccco1,-8,-10,-9,-3,-5,2,20,-1
O=C(Cn1cnc2c(nnn2Cc2ccc(F)cc2)c1=O)NCc1ccc2c(c1)OCO2,8,17,5,-2,6,-2,2,-6
CCCn1c(NC(=O)CN2C(=O)NC3(CCCC3)C2=O)nc2ccccc21,-4,33,-11,1,-8,1,12,2
Cc1ccc(S(=O)(=O)N2CCN(C3CC(=O)N(c4ccc(F)cc4)C3=O)CC2)cc1C (stereo not given),-10,-4,22,0,0,2,-2,0
COCCCNC(=O)C(F)(F)C(F)(F)C(=O)NCCCOC,-2,-13,6,3,8,-7,-21,0
Cn1c(SCC(=O)N(C2CCCCC2)C2CCCCC2)nnc1-c1cccs1,15,6,-2,9,-4,9,1,6
COc1ccc(N2C(=O)CC(N3CCN(c4ccccc4)CC3)C2=O)cc1 (stereo not given),8,5,-10,11,8,-17,6,0
O=C(Cn1cnnn1)OCC(=O)c1ccc(Cl)s1,6,5,-42,5,-6,9,6,4
COc1ccc2c(c1)Cc1sc(NC(=O)c3ccco3)nc1-2,12,17,3,88*,-50,85*,0,-10
O=C1/C(=C/c2ccccc2F)SC(=S)N1CC(=O)N1CCCCC1c1cccnc1 (stereo not given),-2,14,0,11,-16,19,18,-1
COc1cc(Cl)ccc1OCc1cc(C(=O)N2CC[C@@H]3CCCC[C@H]3C2)no1,-31,-14,-50,1,5,20,-5,9
O=C(CCn1c(=O)c2ccccc2n(CC(=O)NCCC2=CCCCC2)c1=O)NCc1ccco1,-4,-7,9,-2,-8,1,5,1
O=C(O)c1cc(NC(=S)NC(=O)C(c2ccccc2)c2ccccc2)ccc1Cl,-1,-15,18,-5,-8,-3,4,3
CCOc1ccc(-n2c(SCC(=O)Nc3ccc(OC)cc3OC)nc3c(c2=O)SCC3)cc1,10,-12,7,2,-4,18,-17,13
O=C(COc1ccc(Cl)cc1)NCc1nnc(SCC(=O)Nc2ccc3c(c2)OCCO3)o1,-8,-4,-5,-9,1,19,5,5
Cc1ccsc1C(C(=O)NC(C)(C)C)N(Cc1ccco1)C(=O)c1csnn1 (stereo not given),0,-7,11,-2,4,1,8,-2
CC(C)CCN1CC(O)=C(c2nc(-c3ccc(Cl)cc3)cs2)C1=N,-7,0,1,-6,-15,8,-4,-13
Cc1cc(C(=O)NCc2ccc(C(=O)O)o2)c(C)o1,7,1,13,7,7,-20,0,-14
